GAA inhib: alpha-glucosidase (human) inhibition | purified human GAA, 4-MU-alpha-glucoside fluorescence | Potency, µM (doses to about 76.9 µM), for inactives: at the top dose activity change, negative = inhibition, hits mostly inhibitors | 200,000 tested, 0.005% active | AID 1466;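 also: plate controls were uninhibited enzyme wells for no effect and no-enzyme background for full effect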
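Human alpha-glucosidase, 4 nM, pre-mixed with test compounds before 400 uM 4-methylumbelliferyl substrate; 20 min room temperature at pH 5.0. Fluorescence read after pH 10 stop; AC50 values from Hill-equation fits.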
ALDH1A1 inh: blocks purified human ALDH1A1 activity; P00352; Purified ALDH1A1, NADH fluorescence, propionaldehyde substrate; Potency, µM (series often up to 75.3 µM), for the others: at the top dose activity, negative = inhibition, usual class: inhibitors; 220,000 tested, 7.3% active; AID 1030; active = well fitted inhibition curve with a large enough effect, not every such curve was filed as active; inconclusive = small, poorly fitted or top-dose-only effect, or another doubt; inactive = no such curve, though single readings can be large or run the other way;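 also: plate controls were no enzyme wells and a reference inhibitor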
Target sequence (P00352 whole entry, looked up): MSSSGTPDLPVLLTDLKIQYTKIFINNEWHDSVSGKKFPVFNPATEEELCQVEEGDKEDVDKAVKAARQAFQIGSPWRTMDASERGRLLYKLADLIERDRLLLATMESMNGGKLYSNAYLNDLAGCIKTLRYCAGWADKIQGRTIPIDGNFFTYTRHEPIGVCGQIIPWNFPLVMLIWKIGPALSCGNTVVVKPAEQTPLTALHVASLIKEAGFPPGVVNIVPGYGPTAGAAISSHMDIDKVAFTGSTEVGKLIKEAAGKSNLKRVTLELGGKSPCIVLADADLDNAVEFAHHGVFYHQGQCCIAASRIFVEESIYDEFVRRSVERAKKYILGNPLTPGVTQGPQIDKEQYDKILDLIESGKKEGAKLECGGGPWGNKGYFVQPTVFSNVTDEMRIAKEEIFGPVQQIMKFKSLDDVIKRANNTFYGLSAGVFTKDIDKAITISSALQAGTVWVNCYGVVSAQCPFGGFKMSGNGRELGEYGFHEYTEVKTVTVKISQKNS
GAA glycogen mod: alters human alpha-glucosidase cleavage of glycogen; 300,000 tested, 0.38% active; AID 2100; Potency, µM (titrated, usually from 76.4 µM), without a hit: at the top dose activity change, negative = inhibition, most hits filed as inhibitors; recombinant GAA, glycogen substrate, Amplex Red glucose oxidase fluorescence;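 also: 0% = full enzyme reaction and -100% = no-enzyme basal signal; the screen sought inhibitors and activators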
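Natural-substrate format: glycogen cleavage by 4 nM human enzyme, glucose read by Amplex Red coupling (Ex 573, Em 610 nm). Normalized to enzyme and no-enzyme controls.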
GAA spleen mod: lysosomal alpha-glucosidase (human) modulation; P10253; human spleen homogenate, 4-MU-alpha-glucoside fluorescence; Potency, µM (titrated, usually from 79.9 µM), inactives show top-dose activity change, negative = inhibition, hits mostly inhibitors; 240,000 tested, 0.006% active; AID 2112;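 also: 0% = enzyme with vehicle and -100% = no enzyme basal signal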
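Enzyme source: human spleen homogenate, 1 ug/well. Buffer 50 mM citric acid/K phosphate pH 5.0, 0.01% Tween-20. 4-MU-alpha-glucoside 1 mM; 37 C x 40 min; NaOH/glycine stop; fluorescence.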
Epigenetic reg: epigenetic control regulation, reporter derepression. murine LDR cells, GFP reporter derepression, 30 h. Potency, µM (highest dose often 53.9 µM), for inactives: at the top dose GFP activation, actives largely listed as activators. 280,000 tested, 0.2% active; also: % of control where 0% means no effect; nearly all actives have a fitted effect of over 60% in size
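In this reporter-derepression format, murine cells bearing a silenced integrated CMV-GFP locus incubate with test compound (30 h, 37 C), then are washed and imaged; fluorescent objects of 20–120 um count as induced cells.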
Tau fluor cs: counter-screen for tau fibril formation inhibitors; tau K18 P301L Alexa594 fluorescence, heparin fibrillization; Potency, µM (top dose mostly 57.7 µM), without a hit: at the highest dose activity change, negative = decrease; 280,000 tested, 0.93% active; AID 1463; also: % is scaled to controls: 0 for no effect and ±100 for the full control effect; nearly all actives have a fitted effect of over 55% in size
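Human tau K18 P301L (15 uM unlabeled, 0.24 uM Alexa 594-labeled) in 100 mM sodium acetate pH 7 with 20 uM heparin, 6 hr at 37 C. ThT 30 uM added, 1 hr ambient; Alexa 594 FP and total fluorescence read at 555/632 nm.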
aGal spleen mod: inhibits or activates alpha-galactosidase in human spleen homogenate; 240,000 tested, 0.008% active; P06280; AID 2107; Potency, µM (series often up to 80 µM), inactives show at the top dose activity change, negative = inhibition, actives largely listed as inhibitors; human spleen homogenate, 4MU-alpha-Gal fluorescence, 40 min;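 also: 0% = enzyme with vehicle and -100% = no enzyme basal signal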
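Human spleen homogenate (1 ug) was the enzyme source, with 4-methylumbelliferyl-alpha-D-galactopyranoside (1 mM final) in pH 5.0 citrate buffer with 0.01% Tween-20. Compounds were titrated; after 40 min at 37C, NaOH/glycine stop, 4-MU fluorescence read; AC50 from Hill fits.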
NPSR antag: antagonists of human neuropeptide S receptor cAMP signaling; Q6W5P4; CHO-NPSR cells, cAMP TR-FRET, antagonist mode; Potency, µM (titrated, usually from 38.3 µM), for the others: at the highest dose activity change, negative = inhibition, hits mostly inhibitors; 220,000 tested, 1% active; also: % is scaled to controls: 0 for no effect and ±100 for the full control effect; nearly all actives have a fitted effect of over 50% in size; many of its hits are not listed in these tables
Target sequence (Q6W5P4 whole entry, looked up): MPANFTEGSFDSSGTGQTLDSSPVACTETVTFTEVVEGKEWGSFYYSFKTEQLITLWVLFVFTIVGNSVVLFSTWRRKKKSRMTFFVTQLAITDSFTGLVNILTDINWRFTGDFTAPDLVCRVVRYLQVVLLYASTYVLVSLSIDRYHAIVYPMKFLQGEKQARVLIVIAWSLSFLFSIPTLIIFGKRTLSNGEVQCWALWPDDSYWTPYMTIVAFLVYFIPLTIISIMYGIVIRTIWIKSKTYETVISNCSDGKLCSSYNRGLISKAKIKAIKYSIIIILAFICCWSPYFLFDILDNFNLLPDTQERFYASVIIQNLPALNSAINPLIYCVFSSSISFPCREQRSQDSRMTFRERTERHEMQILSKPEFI
The depositor's hits bear a star; ? = inconclusive; . = no result given; [ ] = dose if it differs, or a comment. Unless noted, calls follow the shape of the dose curve; as a rule, active = well fitted curve in the direction sought with a large enough effect; inconclusive = small, poorly fitted or top-dose-only effect, or another doubt; inactive = no such curve, though single readings can be large; an effect the other way counts as inactive or inconclusive. Potency is read from the fitted curve at half-maximal effect. These rows are one share of the data; count on the stated rates, not on these rows.

Screens in order – GAA spleen mod	Tau fluor cs	GAA glycogen mod	NPSR antag	GAA inhib	aGal spleen mod	Epigenetic reg	ALDH1A1 inh
> COc1ccc(C2C(C(=O)N3CCN(c4ccccc4)CC3)c3ccccc3C(=O)N2C)cc1OC (stereo unspecified)
    4.4%	12.8%	-4.6%	-0.8%[46.1 µM]	3.2%	3.8%	0.0%	?
> CC(C)(C)c1csc(SCC(=O)Nc2ccc(Cl)cn2)n1
    -5.9%	-21.3%	-11.2%	-23.2%[46.1 µM]	-4.3%	5.5%	-0.3%	-2.5%
> CN(Cc1cc2cc(F)ccc2[nH]1)Cc1nc(-c2cnccn2)no1
    0.2%	-9.9%	-10.6%	7.5%	-8.0%	4.7%	2.5%	-3.8%
> O=C(NCc1cccs1)c1cnc2ccccn2c1=O
    -1.5%	-8.5%	6.8%	-9.2%[46.1 µM]	-4.1%	4.4%	3.3%	6.6%
> Cc1cc(C)nc(SC2=CS(=O)(=O)c3ccccc32)n1
    2.5%	-5.7%	5.8%	-19.6%[46.1 µM]	-1.5%	2.4%	0.8%	-12.7%
> O=C1CC(c2ccccc2)CC(O)=C1C=NCCN1CCN(Cc2ccccc2)CC1 (stereo unspecified)
    -1.9%	-8.3%	11.9%	-4.1%	-3.2%	-3.6%	2.2%	-12.4%
> CNC(=O)c1oc(-c2ccc(Cl)cc2)nc1C
    0.7%	5.2%	9.3%	13.5%	6.2%	-1.2%	-3.2%[10.1 µM]	-7.1%
> Cc1cc(C(=O)NC2CCCC2)on1
    -8.6%	-0.4%	4.7%	-5.6%[46.1 µM]	3.6%	-0.7%	-1.0%	-5.8%
> COc1ccc(-c2cc(C(=O)NC(C)C)no2)cc1
    -2.5%	-12.1%	6.9%	-5.3%[46.1 µM]	-5.4%	6.6%	0.1%	-9.2%
> CC(C)[C@H](NC(=O)c1ccco1)C(=O)OCC(=O)NC12CC3CC(CC(C3)C1)C2
    2.7%	-3.0%	9.4%	-20.1%	-1.5%	8.5%	-2.8%	2.7%
> CCCCC(=O)Nc1ccccc1C(=O)OCC(=O)c1ccc2c(c1)OCCO2
    0.2%	-20.7%	-6.1%	-31.7%	-8.7%	7.6%	-1.0%	-9.1%
> Cc1n[nH]c(=S)n1/N=C/c1cccc(OCc2ccccc2)c1
    -5.2%	4.4%	?	-40.1%	-5.2%	-10.7%	1.2%	-8.7%
> CCN1CCN(c2nc(N)c([N+](=O)[O-])c(Nc3ccc(C)cc3)n2)CC1
    -24.1%	-22.9%	8.6%	-9.7%	-7.3%	-11.8%	0.0%	-0.7%
> CN(C(=O)CSc1nc(-c2ccccc2)cs1)C1CCS(=O)(=O)C1 (stereo unspecified)
    0.8%	-9.7%	3.0%	-7.2%[46.1 µM]	-6.6%	10.0%	-1.0%	?
> C=CCn1c(SCc2ccc(Cl)cc2)nc2c1c(=O)[nH]c(=O)n2C
    3.5%	-1.1%	7.2%	-4.1%[46.1 µM]	2.8%	3.0%	0.0%	10.4%
> O=C(C1Cc2ccccc2CN1S(=O)(=O)c1cccs1)N1CCCCC1 (stereo unspecified)
    -21.8%	0.0%	-5.9%	-15.6%[46.1 µM]	-6.6%	1.7%	0.0%	?
> Nc1nn(-c2ccccc2)c(N)c1N=Nc1cccc(F)c1
    0.2%	-21.4%	5.6%	54.0%	.	-0.2%	2.0%	.
> Cc1cc(N2CCCC2)c(C)cc1C=O
    -4.7%	-11.0%	-7.4%	-10.6%[46.1 µM]	-8.2%	22.7%	2.6%	14.1µM*
> CC(=O)OCC1=C(C(=O)O)N2C(=O)[C@@H](NC(=O)CSc3ccncc3)[C@@H]2SC1
    5.1%[29.1 µM]	.	.	.	.	4.5%[29.1 µM]	1.4%[16.9 µM]	2.1%[20.9 µM]
> COCCn1c(CN2CCc3ccccc3C2)nc2c1c(=O)n(C)c(=O)n2C
    3.7%	0.6%	16.3%	24.6%	11.5%	0.9%	11.4%	5.1%
> Cn1ccnc1Sc1cc(Cl)ccc1[N+](=O)[O-]
    -9.5%	-4.6%	-4.3%	18.7%	-3.1%	-0.2%	-0.6%	-5.9%
> Cc1ccc(S(=O)(=O)NNC(=S)NC(C)(C)C)cc1
    2.6%	-8.6%	?	0.4%	.	7.3%	1.0%	.
> CCN(CC)c1nc(N)c([N+](=O)[O-])c(NCCO)n1
    ?	6.0%	8.1%	18.5%	-10.0%	-28.2%	-3.0%	0.5%
> CCC(Oc1ccccc1)C(=O)Nc1nnc(C)s1 (stereo unspecified)
    -1.8%	-1.2%	-1.8%	5.7%[46.1 µM]	-2.0%	4.4%	-1.9%	4.7%
> COc1ccc(OC)c(NC(=O)COC(=O)CNC(=O)c2ccc(OC)c(OC)c2)c1
    -4.0%	-5.8%	0.9%	1.3%[46.1 µM]	1.6%	-1.7%	0.5%	7.1%
> Cc1cccc2nc(CSC(=N)N)c(Br)n12
    2.7%	-4.1%	-16.7%	3.1%[46.1 µM]	1.0%	2.1%	9.2%	?
> O=C(Nc1nc(-c2ccccn2)cs1)C1CC1
    3.6%	-7.7%	0.7%	6.6%	3.5%	3.1%	-1.0%	4.6%
> CC1CCN(C(=O)Cn2c(=O)oc3ccccc32)CC1
    0.2%	-1.3%	-2.2%	1.2%[46.1 µM]	-9.2%	-0.3%	2.4%	3.9%
> CSc1cccc(NC(=S)Nc2cc(C)ccc2C)c1
    4.5%	-21.3%	-8.9%	?	7.3%[15.4 µM]	11.5%	1.6%	5.0%
> Cn1c(=O)c2c(nc(CN3CCN(CCO)CC3)n2CCc2ccccc2)n(C)c1=O
    -2.3%	10.4%	-13.0%	-3.0%	.	4.2%	-1.2%	28.2µM*
> CC(=O)C1=C(O)C(=O)N(Cc2cccnc2)C1c1ccc(O)cc1 (stereo unspecified)
    -2.1%	2.9%	10.3%	7.8%	-4.4%	-1.3%	1.4%	?
> C/C(=N\N1CCN(C)CC1)c1ccc(OC(F)F)cc1
    -0.7%	4.1%	?	14.7%	-3.0%	-3.1%	-1.6%	-1.5%
> COc1cccc(O[C@@H]2O[C@@H]3COC(C)(C)O[C@H]3[C@H](O)[C@H]2NC(C)=O)c1
    1.5%	0.4%	-16.7%	8.9%[46.1 µM]	6.1%	8.5%	1.0%	1.9%
> Cc1cccc(-n2nc(C)cc2N)c1
    -8.2%	1.3%	-4.7%	-4.1%[46.1 µM]	-4.5%	-3.9%	-1.1%	20.1%
> Cc1ccccc1-c1nnc(-c2ccccc2)o1
    -5.6%	-9.0%	-1.0%	-12.0%[46.1 µM]	-7.2%	2.4%	1.0%	?
> CCn1nc(NS(=O)(=O)c2ccccc2)c2cc3cccc(C)c3nc21
    1.6%	-22.9%	2.5%	-3.7%[46.1 µM]	3.7%	-0.6%	-1.0%	7.5%
> CCc1ccc(/C=N/NC(=O)C(=O)NCCCN2CCOCC2)cc1
    3.5%	4.5%	-7.9%	18.4%	-0.7%	-2.5%	-1.8%	12.9%
> Nc1ccc(C(=O)Oc2ccccc2)c(O)c1
    -10.2%	-25.1%	.	.	.	0.3%	-0.2%	1.3%
> O=C(COC(=O)CNC(=O)c1ccc(Br)cc1)NCCC1=CCCCC1
    1.9%	-8.5%	-0.3%	7.4%	4.2%	-2.5%	-0.4%	?
> CC(C)OCCCNC(=O)C(=O)NCCCOC(C)C
    -3.8%	9.2%	8.3%	-3.7%[46.1 µM]	14.9%	3.6%	0.0%	2.4%

Single values from the list.
CSc1cccc(NC(=S)Nc2cc(C)ccc2C)c1 – Tau fluor cs: -21.3%
CC(C)OCCCNC(=O)C(=O)NCCCOC(C)C – GAA inhib: 14.9%

(cont.)
Screens in order – GAA spleen mod	Tau fluor cs	GAA glycogen mod	NPSR antag	GAA inhib	aGal spleen mod	Epigenetic reg	ALDH1A1 inh
> O=C(NCc1ccc(Cl)cc1)c1cnn2ccccc12
    0.2%	-13.1%	8.9%	-5.7%[46.1 µM]	-0.1%	-3.2%	-0.8%	?
> CCCCC#CC1C=CC(Oc2ccc(C(=O)OC)cc2)C(COC(=O)OCC)O1 (stereo unspecified)
    -3.2%[17.4 µM]	-2.9%[11.6 µM]	.	.	.	-12.1%[17.5 µM]	0.0%[10.1 µM]	?
> Fc1ccc(Nc2cccc3nccnc23)cc1
    -0.5%	-16.5%	4.7%	26.2%	-4.1%	-16.0%	-5.1%	2.0%
> CCCCCCCC(=O)NC1=NC(=O)C(C)(C)S1
    -9.2%	-9.1%	3.2%	22.5%	.	4.4%	-0.4%	.
> COc1cc(/C=N/NC(=O)c2ccncc2)ccc1OCc1cnc(Cl)s1
    7.3%	-8.4%	5.8%	-12.0%	-5.9%	6.5%	-1.2%	?
> COc1ccc2[nH]cc(C(=O)CN3CCC(C)CC3)c2c1
    2.0%	-2.4%	1.2%	-2.5%[46.1 µM]	-7.3%	1.8%	-0.2%	9.3%
> Cc1cc(=O)oc(C)c1C(=O)NCc1ccccc1
    7.6%	2.7%	5.2%	-1.7%[46.1 µM]	-11.6%	19.1%	-1.1%	4.1%
> O=c1cc(N2CCN(c3ccccc3)CC2)[nH]c(=O)n1Cc1ccc(F)cc1
    -4.4%	-15.8%	-8.5%	7.3%[46.1 µM]	0.3%[15.4 µM]	-1.6%	1.0%	?
> COc1ccc(CNC(=O)C/C(C)=N/NC(=O)c2ccc([N+](=O)[O-])cc2Cl)cc1
    0.8%	-10.9%	-13.9%	25.0%	2.2%	-1.9%	2.2%	?
> Cn1c(=O)c2c(ncn2CC(=O)OCC(=O)NCc2ccc(Cl)cc2)n(C)c1=O
    -5.9%	-0.4%	8.2%	33.4%	0.9%	-17.1%	1.0%	2.0%
> CC(=O)OCC1OC(n2cnc3c(Cl)nc(Cl)nc32)C(OC(C)=O)C1OC(C)=O (stereo unspecified)
    -5.3%	-8.9%	.	.	.	8.5%	9.7%	?
> CC(/C=N/NC(=O)Cn1nnc(N)n1)=C\c1ccc(C(C)C)cc1
    -6.4%	-8.3%	0.9%	15.1%	.	-8.3%	-1.1%	.
> COn1c(-c2ccccc2)nc2c1CCc1nonc1-2
    2.9%	-0.4%	-9.3%	-11.4%[46.1 µM]	5.2%	1.4%	-1.4%	7.94µM*
> COc1cccc(C(=O)Oc2c(CN3CCOCC3)cc(Cl)c3cccnc23)c1
    3.3%	-20.3%	2.4%	10µM*	0.4%	2.7%	4.47µM*	7.8%
> Cc1ccc(S(=O)(=O)c2nc(C)oc2N2CCOCC2)cc1
    3.2%	-13.4%	21.1%	1.3%	?	1.8%	4.5%	-8.6%
